S100A4 MyoIIA: inhibitors of human S100A4 binding to myosin IIA peptide; AID 652163; S100A4/TAMRA-MyoIIA peptide fluorescence polarization; 360,000 tested, 0.14% active; inhibition, % at 10.7 µM; P26447;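 active = mean inhibition of at least 70% across replicates, with every replicate also reaching that level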
Target sequence (P26447 whole entry, looked up): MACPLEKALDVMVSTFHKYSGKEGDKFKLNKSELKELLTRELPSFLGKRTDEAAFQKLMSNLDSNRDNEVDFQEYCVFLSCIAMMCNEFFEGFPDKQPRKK
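Material: S100A4 monomer (human). Medium: Calcium-containing HEPES buffer, pH 7.2. Probe or stimulus: labelled myosin peptide probe, 5 nM. Compound dosing: one concentration per compound. Timing: polarization read 5 min after assay mix addition, stable 5–60 min. Benchmarks: DMSO as neutral control, TFP as positive control.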
SIRT5 inh: blocks human SIRT5 desuccinylation of peptide; Q9NXA8; Purified SirT5, succinyl-peptide AMC, trypsin-coupled fluorescence; inhibition, % at 15 µM; 330,000 tested, 1.1% active; AID 652115; in the data active = inhibition above about 15%
Target sequence (Q9NXA8 whole entry, looked up): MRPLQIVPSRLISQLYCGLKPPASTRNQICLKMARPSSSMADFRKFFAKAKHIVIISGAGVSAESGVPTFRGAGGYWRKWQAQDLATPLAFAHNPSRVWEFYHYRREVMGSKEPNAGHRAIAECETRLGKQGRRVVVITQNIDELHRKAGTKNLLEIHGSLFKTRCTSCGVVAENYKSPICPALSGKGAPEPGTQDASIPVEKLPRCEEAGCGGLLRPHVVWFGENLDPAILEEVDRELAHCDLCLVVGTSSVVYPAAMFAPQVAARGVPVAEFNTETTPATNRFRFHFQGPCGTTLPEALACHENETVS
ERAP1 HTS inh: ERAP1 (human) enzyme inhibition. Q9NZ08. 340,000 tested, 0.15% active. recombinant ERAP1, Leu-AMC fluorescence, 60 min. inhibition, % at 10.7 µM;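 active = mean replicate inhibition of at least 30%, or all replicates individually reaching that 30% level; inactive = mean below 30% and not every replicate reaching it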;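 note: 0% = neutral control wells and 100% = L-leucinethiol positive control wells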
PGC1a acetyl inh: PGC1a acetylation modulation, inhibitor mode | U2OS PGC1a acetylation, AlphaScreen anti-acetyl-lysine; with virally co-expressed GCN5 acetyltransferase | inhibition, % at 15.6 µM | 350,000 tested, 0.17% active;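 active = every replicate shows inhibition of at least 40%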;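 note: 0% = neutral control wells and 100% = positive control wells; some results beyond the cut were filed as inactive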
C2C12 statin: suppressors of simvastatin-induced myotoxicity in C2C12 myotubes; ATP luminescence, 48 h; scaled: DMSO 0, geranylgeraniol control 100; rescue of ATP level, % at 7.49 µM; 330,000 tested, 0.78% active; AID 602340;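 active = mean ATP rescue above about 67%, or every replicate alone reaching that limit, limit read from the data, passing the limit was not always enough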;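 note: myotubes were challenged with 10 µM simvastatin during compound exposure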
Cneo AK release: Cryptococcus neoformans lysis via adenylate kinase release; 360,000 tested, 0.2% active; lysis activity, % at 15 µM; C. neoformans lysis, adenylate kinase release luminescence, 4 h; normalised: neutral wells 0, clomiphene wells 100;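 active = mean lysis activity across replicates of at least 80%, whatever share of replicates individually reach that level; inactive = mean lysis activity below 80%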
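Material – Cryptococcus neoformans yeast cells · Quantity – 5 × 10^6 yeast cells/mL · Buffer or medium – YPD medium · Compound – single dose · Timing – 4 h static compound exposure, 37 °C, read 1 h post-reagent · Signal – adenylate kinase release luminescence · Read-out basis – lysis from increased AK signal · Benchmarks – Clomiphene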
Xi reactivation: activators of X-chromosome reactivation in mouse fibroblasts. AID 743238. 360,000 tested, 0.055% active. XiGFP mouse fibroblasts, % GFP-positive cells imaging, 3 d; cells co-treated with 5-aza-dC sensitizer; scaled so ellipticine positive control = 100%. activation, % at 7.58 µM;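 active = mean normalized replicate activation at least 10% and every replicate at or above 10%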;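 note: 0% = median of on-plate neutral control wells and 100% = ellipticine 6 µM median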
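System: XiGFP fibroblasts, SV40-immortalized. Medium: DMEM plus 5-aza-dC sensitizer. Doses: single point. Timing: 3 d treatment, 15 min room-temperature fixation. Control set: ellipticine 6 µM.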
LGR2 inh: Drosophila LGR2 receptor signaling inhibition; HEK293 LGR2, CRE-luciferase, bursicon-stimulated, 4 h; inhibition, % at 9.99 µM; AID 720647; 380,000 tested, 0.35% active;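 active = drop in luminescence signal, shown as inhibition above about 50% in the replicate tests, limit read from the data, passing the limit was not always enough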;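 note: agonist challenge used bursicon conditioned medium at about half maximal strength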
* marks the source's active call; other numbers are inactive results; / = no result given; & = joins results of further samples.

Values run as follows: S100A4 MyoIIA | SIRT5 inh | ERAP1 HTS inh | PGC1a acetyl inh | C2C12 statin | Cneo AK release | Xi reactivation | LGR2 inh
- COc1cccc(NC(=O)CN(C)C(=O)CSC(=S)N2CCCC2)c1
  0 | 1 | 1 | / | -4 | 0 | 0.0 | 5
- CC(=O)Cc1nsc(NC(=O)c2cc(-c3ccccc3Cl)oc2C)n1
  2 | 0 | -4 | 1 | / | -1 | 0.0 | 19
- CCSc1nnc(NC(=O)CN2C(=O)N(C)C3(CCCCC3)C2=O)s1
  16 | -5 | 3 | -8 | -16 | 0 | 0.6 | 2
- C[C@H]1CCCCO[C@H](CN(C)C(=O)Nc2cccc3ccccc23)[C@@H](C)CN([C@@H](C)CO)C(=O)c2cc(NC(=O)Nc3ccccc3)ccc2O1
  / | / | / | -29 | / | 1 | -0.1 | 4
- COc1ccc(N2CCN(C(=S)Nc3ccc(C)cc3)CC2)cc1
  0 | 0 | 4 | 5 | / | / | -0.7 | -13
- CCOC(=O)CN(C(=O)COc1nc(C)cc(C)c1C#N)c1ccc(F)cc1
  -11 | 0 | 1 | -12 | / | / | 0.0 | /
- OC[C@H]1[C@H](c2ccc(/C=C/c3ccccc3)cc2)[C@H]2CN(Cc3cccnc3)CCCCN21
  -4 | 1 | -1 | -18 | 14 | 5 | 0.0 | -29
- O=C(Nc1ccc(Cl)cc1)C1Cc2c(-c3ccccc3)ccnc2O1 (centres undefined)
  -1 | -2 | 0 | -1 | -8 | -2 | -0.1 | 18
- CCN(CC)S(=O)(=O)c1ccc2[nH]c(=O)cc(C(=O)Nc3ccc(C)cc3)c2c1
  -1 | -4 | -5 | 4 | 1 | 1 | 0.1 | 1
- O=C(CN1c2cccc3cccc(c23)S1(=O)=O)N1CCOCC1
  / | / | / | -6 | 13 | -1 | / | 20
- O=C(COC(=O)/C=C/c1ccc(C(F)(F)F)cc1)NCC1CCCCC1
  1 | -2 | 4 | 10 | 8 | / | 0.1 | 12
- Cc1ccc(C(=O)N2CCN(c3ccc(F)cc3)CC2)cc1S(=O)(=O)N1CCCCC1
  -6 | 1 | -2 | / | -2 | -4 | -0.1 | 8
- CN(C)/C=C/C(=O)c1ccccc1
  -1 | -3 | -1 | 0 | / | 0 | -0.5 | 3
- COc1ccc(C2=C(c3ccc([N+](=O)[O-])cc3)C(=O)OC2)cc1
  3 | -6 | -4 | 6 | / | / | 0.0 | 8
- CCNC(=S)Nc1ccc(Cl)c([N+](=O)[O-])c1
  -1 | 1 | 2 | -12 | -3 | -10 | 1.4 | 5
- COc1cccc(-c2ccc(C3[C@H]4CNC[C@@H]3N4C(=O)Nc3ccccc3OC)cc2)c1 (some centres undefined)
  -4&7 | 3&1 | 1&0 | -2&-7 | / | / | 0.1&0.0 | -12&-44
- CNS(=O)(=O)c1cccc(C(=O)OCC(=O)c2c(N)n(C)c(=O)n(C)c2=O)c1
  -6 | -4 | -4 | -10 | / | / | -0.1 | 0
- Cc1nc(NC(=O)CSc2nc3ccccc3s2)sc1C(=O)N(C)C
  -18 | 0 | 1 | / | 10 | -3 | -0.1 | 0
- N#C[C@@H]1[C@@H](c2ccc(C#Cc3cccc(F)c3)cc2)[C@H](CO)N1C(=O)C1CC1
  -2 | 2 | -2 | 0 | 2 | -1 | 0.0 | -13
- COc1ccc2c3c([nH]c2c1)[C@H](CO)N(C(=O)c1ccc(F)cc1)CC31CN(C(=O)CC2CC2)C1
  -11 | 2 | 0 | 4 | / | / | 0.2 | -13
- CCC(CC)c1nnc(NC(=O)c2c(-c3ccccc3)noc2C)s1
  2 | / | / | 0 | -2 | 0 | 0.1 | 7
- O=C(/C=C/Nc1ccc(S(=O)(=O)Nc2ncccn2)cc1)c1cccs1
  10 | 0 | 12 | 9 | 4 | 0 | -0.1 | 1
- O=C([C@@H]1[C@@H](CO)[C@@H]2Cn3c(ccc(-c4ccccc4F)c3=O)[C@H]1N2C(=O)C1CCC1)N1CCCCC1
  4 | -11 | 10 | / | 22 | -2 | 0.3 | 8
- CN(C)c1nnnn1-c1ccccc1Oc1ncc(C(F)(F)F)cc1Cl
  9 | 3 | 0 | -7 | / | / | 0.0 | 6
- CSc1ccccc1OCc1cc(C(=O)N(C)Cc2ccncn2)no1
  0 | 1 | -5 | / | / | -3 | 0.0 | -44
- CN(C)[C@H]1CCN([C@H]2CS(=O)(=O)N[C@@H]2COCc2ccccc2)C1
  -8 | 8 | 3 | 7 | -2 | 3 | -0.1 | 15
- COc1ccc(C2c3[nH]c4ccccc4c3C[C@H]3C(=O)N(CCCO)CC(=O)N23)c(OC)c1 (some centres undefined)
  1 | -1 | -1 | -1 | 22 | 1 | 0.0 | 6
- COC(=O)c1cc(CNC(=O)c2cccc(Cl)c2Cl)ccc1OC
  -9 | -1 | -4 | / | / | / | 0.2 | /
- CCO[C@H]1OC(C(=O)O)=C[C@@H](c2coc3ccccc3c2=O)[C@@H]1CCCO
  2 | -1 | -3 | -5 | 22 | 1 | 0.2 | -2
- CCCCNC(=O)CSc1nc(COc2ccccc2)nc2ccccc12
  -4 | 0 | -1 | -2 | / | / | 0.0 | 20

(list continues)
Values run as follows: S100A4 MyoIIA | SIRT5 inh | ERAP1 HTS inh | PGC1a acetyl inh | C2C12 statin | Cneo AK release | Xi reactivation | LGR2 inh
- Cn1c(=O)c2c(nc(CN3CCN(C(c4ccccc4)c4ccccc4)CC3)n2CC(N)=O)n(C)c1=O
  -1 | -2 | 4 | -2 | 19 | -6 | / | -6
- COC(=O)Cc1c(O)ccn(C2CC2)c1=O
  2 | 0 | 0 | / | / | / | -0.1 | -141
- CCCCN(C(=O)CSCc1c(C)noc1C)c1c(N)n(CCCC)c(=O)[nH]c1=O
  0 | -3 | 0 | 5 | 7 | 0 | 0.0 | 8
- CCCCCCCC(=O)Nc1ccc(S(=O)(=O)Nc2nccs2)cc1
  0 | -4 | 8 | / | / | / | -0.1 | 11
- CCc1cnc(N2[C@H](CO)[C@@H](c3ccc(C#CCC4CCCC4)cc3)[C@@H]2C#N)s1
  / | 1 | / | -10 | 2 | / | 0.3 | 1
- Cc1c(C)n(-c2ccc(Cl)cc2)c2ncnc(N)c12
  4 | 1 | -1 | 16 | / | -1 | 0.1 | -25
- Cc1ccc2cccc(OCC(=O)Nc3ccc(N4CCOCC4)cc3)c2n1
  -3 | -3 | 1 | / | / | / | 0.0 | 24
- COc1ccc(-c2cc(C(=O)Nc3ccc(O)cc3)c3ccccc3n2)cc1OC
  -2 | -1 | / | -17 | -4 | -7 | 1.4 | -17
- CCOC(=O)[C@H]1[C@H]2COc3ccc(OC)cc3[C@@H]2N2C(=O)CN(CCc3c[nH]c4ccccc34)C(=O)[C@@]12C
  -2 | -6 | 1 | / | -5 | 1 | 0.1 | 6
- Cc1cccc(S(=O)(=O)N2CC[C@@H]3[C@@H](CO)N(C)c4ccc(-c5ccccc5F)cc4[C@@H]32)c1
  -1 | 7 | 0 | -11 | 23 | 25 | 0.0 | -13
- CCOC(=O)C1CCCN(CCC(=O)Nc2cccc(Cl)c2C)C1 (centres undefined)
  3 | -3 | -2 | / | 0 | 1 | -0.1 | 1
- CCOc1ccc(NC(=O)Nc2ccccc2C(N)=O)cc1
  2 | -1 | -3 | -1 | 2 | -1 | 0.3 | 4
- CONc1nc2nonc2nc1NOC
  -3 | 0 | 9 | / | / | / | 0.4 | -4
- COc1ccccc1-n1cc(-c2ccccc2)[nH]c1=S
  3 | -2 | 2 | / | -11 | / | 0.1 | -8
- O=c1[nH]c(/C(=N\O)c2ccccc2)no1
  / | / | / | 8 | -4 | 0 | / | 14
- COc1ccc(NC(=O)C2CCCN(S(C)(=O)=O)C2)cc1OC (centres undefined)
  -1 | -2 | 0 | / | 6 | 0 | 0.0 | 4
- CSc1oc(-c2ccco2)nc1S(=O)(=O)c1ccc(F)cc1
  7 | -7 | 3 | / | 24 | -3 | -0.1 | -15
- COCCn1c(SCC(=O)c2c(N)n(C3CC3)c(=O)[nH]c2=O)nnc1-c1ccc(Cl)cc1
  1 | 4 | 3 | -4 | -6 | -2 | 0.6 | 4
- COc1ccc(-c2c(C)oc3c(CN4CCN(C)CC4)c(O)ccc3c2=O)cc1
  -1 | / | 3 | 4 | / | -2 | 0.6 | -7
- O=S(=O)(N/N=C/c1cccnc1)c1ccc(Cl)c(Cl)c1
  -8 | -2 | 0 | / | / | / | 0.0 | /
- COc1ccc(C)cc1S(=O)(=O)n1nc(C)cc1C
  15 | -1 | 4 | 20 | 4 | -12 | 0.0 | 15
- Cc1nc2ccccc2c(=O)n1NCc1cc(Br)cs1
  0 | -3 | -2 | 3 | 6 | -1 | / | 3
- C[C@H](CO)N1C[C@H](C)[C@H](CN(C)C)Oc2ccc(NC(=O)Cc3ccccc3)cc2CC1=O
  11 | -3 | -1 | -6 | -2 | -1 | -1.3 | -19
- O=C(c1ccncc1)N1CC2(C1)[C@@H](c1ccccc1)[C@@H](CO)N2CC1CCOCC1
  7 | -1 | 0 | 0 | / | / | 0.3 | 2
- C[C@@H]1CCCCO[C@H](CN(C)S(=O)(=O)c2cccs2)[C@H](C)CN([C@@H](C)CO)C(=O)c2cc(NS(=O)(=O)c3ccc(Cl)cc3)ccc2O1
  14 | 5 | -3 | 9 | / | 45 | 0.0 | 8
- COc1ccc(-c2ccc([C@H]3[C@H]4C=CC[C@@H](C)[C@@H]4C(=O)N3Cc3ccccc3)c(F)c2)cc1C
  -6 | / | -1 | / | 20 | 3 | 0.0 | -5

Nothing new here: 8 of the compounds above.
Values run as follows: S100A4 MyoIIA | SIRT5 inh | ERAP1 HTS inh | PGC1a acetyl inh | C2C12 statin | Cneo AK release | Xi reactivation | LGR2 inh
- COc1ccc(-c2c(C)oc3c(CN4CCN(C)CC4)c(O)ccc3c2=O)cc1
  -1 | / | 3 | 4 | / | -2 | 0.6 | -7
- O=S(=O)(N/N=C/c1cccnc1)c1ccc(Cl)c(Cl)c1
  -8 | -2 | 0 | / | / | / | 0.0 | /
- COc1ccc(C)cc1S(=O)(=O)n1nc(C)cc1C
  15 | -1 | 4 | 20 | 4 | -12 | 0.0 | 15
- Cc1nc2ccccc2c(=O)n1NCc1cc(Br)cs1
  0 | -3 | -2 | 3 | 6 | -1 | / | 3
- C[C@H](CO)N1C[C@H](C)[C@H](CN(C)C)Oc2ccc(NC(=O)Cc3ccccc3)cc2CC1=O
  11 | -3 | -1 | -6 | -2 | -1 | -1.3 | -19
- O=C(c1ccncc1)N1CC2(C1)[C@@H](c1ccccc1)[C@@H](CO)N2CC1CCOCC1
  7 | -1 | 0 | 0 | / | / | 0.3 | 2
- C[C@@H]1CCCCO[C@H](CN(C)S(=O)(=O)c2cccs2)[C@H](C)CN([C@@H](C)CO)C(=O)c2cc(NS(=O)(=O)c3ccc(Cl)cc3)ccc2O1
  14 | 5 | -3 | 9 | / | 45 | 0.0 | 8
- COc1ccc(-c2ccc([C@H]3[C@H]4C=CC[C@@H](C)[C@@H]4C(=O)N3Cc3ccccc3)c(F)c2)cc1C
  -6 | / | -1 | / | 20 | 3 | 0.0 | -5

Only part of the results is shown, so the mix of outcomes need not match the whole.
